Screening data: PubChem BioAssay, National Center for Advancing Translational Sciences (NCATS)
Vif-APOBEC3G blk: inhibitors of Vif-APOBEC3G interaction. Q9HC16. actives 0.076% (n = 410,000). AID 602310. Potency, µM (top dose mostly 46.1 µM), for inactives: at the highest dose activity, negative = active, actives largely listed as inhibitors. HeLa A3G-eYFP + Vif (tagged APOBEC3G with the HIV-1 protein that degrades it), YFP fluorescence, overnight;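 also: % is scaled to controls: 0 for no effect and ±100 for the full control effect; nearly all actives have a fitted effect of over 60% in size; hits raise eYFP signal because A3G escapes Vif-driven loss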
Target sequence (Q9HC16 whole entry, looked up): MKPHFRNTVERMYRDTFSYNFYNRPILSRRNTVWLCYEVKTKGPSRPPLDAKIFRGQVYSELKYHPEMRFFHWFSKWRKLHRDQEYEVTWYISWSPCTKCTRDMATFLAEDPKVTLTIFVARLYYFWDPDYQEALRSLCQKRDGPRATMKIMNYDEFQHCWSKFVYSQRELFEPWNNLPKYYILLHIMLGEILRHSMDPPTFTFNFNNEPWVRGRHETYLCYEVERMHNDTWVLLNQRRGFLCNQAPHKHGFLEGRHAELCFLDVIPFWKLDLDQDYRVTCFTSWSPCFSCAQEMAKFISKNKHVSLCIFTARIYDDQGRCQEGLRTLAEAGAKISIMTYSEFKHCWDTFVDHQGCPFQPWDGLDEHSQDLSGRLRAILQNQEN
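HeLa cells stably expressing Vif and C-terminally eYFP-tagged A3G, seeded overnight at 37 deg C, then exposed to compound by pintool overnight at 37 deg C. Rise in yellow fluorescence (Ex 488/Em 500-530, Acumen) marks blocked Vif-driven A3G degradation.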
IDH1 R132H inh: blocks human mutant IDH1 R132H enzyme; IDH1-R132H enzyme, NADPH consumption, diaphorase/resazurin fluorescence; actives 0.093% (n = 390,000); Potency, µM (series often up to 76.6 µM), for inactives: at the highest dose activity change, negative = inhibition, hits mostly inhibitors; AID 602179; O75874; also: % is scaled to controls: 0 for no effect and ±100 for the full control effect; nearly all actives have a fitted effect of over 65% in size
Target sequence (O75874 whole entry R132H, stated change not applied): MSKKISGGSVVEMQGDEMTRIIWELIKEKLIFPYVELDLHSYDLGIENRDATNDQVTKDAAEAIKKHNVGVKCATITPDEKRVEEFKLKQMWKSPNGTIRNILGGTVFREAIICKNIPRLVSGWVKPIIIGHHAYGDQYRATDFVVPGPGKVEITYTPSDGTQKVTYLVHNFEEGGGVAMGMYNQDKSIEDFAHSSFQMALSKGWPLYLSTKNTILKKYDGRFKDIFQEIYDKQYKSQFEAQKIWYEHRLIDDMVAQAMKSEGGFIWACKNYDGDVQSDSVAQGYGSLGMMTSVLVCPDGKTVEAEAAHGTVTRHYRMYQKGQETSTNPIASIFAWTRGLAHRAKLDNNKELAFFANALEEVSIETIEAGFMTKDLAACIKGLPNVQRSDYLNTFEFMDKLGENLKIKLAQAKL
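IDH1-R132H (0.5 ug/mL dispensed) in pH 7.5 Tris buffer was preincubated 30 min with compound, then given a substrate mix of 0.016 mM NADPH and 2 mM alpha-KG for 80 min at room temperature; remaining NADPH was read by diaphorase/resazurin fluorescence.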
TrxR1 substrate: is turned over as a substrate by rat TrxR1. purified TrxR1 substrate turnover, NADPH consumption readout. Potency, µM (top dose mostly 114 µM), for the others: top-dose activity change, negative = substrate turnover. actives 0.01% (n = 390,000). AID 588456; also: % is scaled to controls: 0 for no effect and ±100 for the full control effect; nearly all actives have a fitted effect of over 50% in size
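Rat TrxR1, dispensed at 90 nM, was prereduced with 400 uM NADPH (final) for 5 min at ~22 deg C, then incubated with compound 15 min before 400 uM selenite. A first-read NADPH fluorescence drop versus no-compound background flagged substrates.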
RXFP1 ag: RXFP1 (human) receptor agonism. HEK293T-RXFP1 cAMP TR-FRET, 30 min; response scale: percent of porcine relaxin response, buffer zero. Potency, µM (doses to about 57.5 µM), inactives show at the highest dose activation, usual class: activators. actives 0.3% (n = 370,000); also: % is scaled to controls: 0 for no effect and ±100 for the full control effect; nearly all actives have a fitted effect of over 60% in size; many of its hits are not listed in these tables
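HEK293 cells stably expressing RXFP1, treated 30 min at 37C with compounds plus PDE4 inhibitor Ro 20174; cAMP measured by HTRF TR-FRET. Normalized to buffer and 29 nM porcine relaxin; EC50 by Hill fit.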
12-LOX inh: blocks human arachidonate 12S-lipoxygenase | AID 1671190 | purified 12hLO, xylenol orange hydroperoxide absorbance | P18054 | actives 1.1% (n = 580,000) | Potency, µM (highest dose often 108 µM), for inactives: top-dose activity change, negative = inhibition, actives largely listed as inhibitors; also: % is scaled to controls: 0 for no effect and ±100 for the full control effect
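Purified human 12hLO at 150 nM in 25 mM Hepes, 0.01% Triton X-100, pH 7.0, preincubated 15 min at room temperature with compound. Reaction started with 40 uM arachidonic acid, 30 min at room temperature. Hydroperoxide measured by Fe-xylenol orange, 573/405 nm absorbance ratio.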
USP1-UAF1 inh: inhibitors of human USP1/UAF1 deubiquitinase | O94782 | recombinant USP1/UAF1, Ub-Rhodamine cleavage fluorescence | Potency, µM (highest dose often 57.1 µM), for the others: top-dose activity change, negative = inhibition, hits mostly inhibitors | actives 0.23% (n = 390,000); also: % is scaled to controls: 0 for no effect and ±100 for the full control effect; nearly all actives have a fitted effect of over 60% in size; inactives centre near -12
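1 nM enzyme complex + cpd, 15 min RT; start with Ub-Rho 150nM final; kinetic fluorescence ex 480/em 540, 6 reads q60 s. Buffer 50mM HEPES pH 7.8, 0.5mM EDTA, 0.1 mg/ml BSA, 1mM TCEP, 0.01% Tween-20.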
Vif-A3F inh: Vif-A3F binding inhibition. AID 602313. actives 0.2% (n = 390,000). HeLa A3F-eYFP + Vif (tagged APOBEC3F with the HIV-1 protein that degrades it), YFP fluorescence increase. Potency, µM (series often up to 46.1 µM), inactives show at the top dose activity, negative = active; also: % of control where 0% means no effect; nearly all actives have a fitted effect of over 65% in size
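HeLa cells stably expressing Vif plus C-terminally eYFP-tagged A3F were seeded, incubated overnight at 37 deg C, dosed with compound, incubated overnight again at 37 deg C. Yellow fluorescence (Ex 488/Em 500-530) reported blocked Vif-mediated A3F-eYFP degradation.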
RGS4 inhibitor: human RGS4 inhibition; P49798; Potency, µM (top dose mostly 114 µM), inactives show at the highest dose activity change, negative = inhibition, hits mostly inhibitors; actives 0.039% (n = 390,000); Transcreener GDP fluorescence polarization, RGS4-accelerated GTP hydrolysis; AID 504845; also: % is scaled to controls: 0 for no effect and ±100 for the full control effect; nearly all actives have a fitted effect of over 75% in size; some results filed as inactive show a strong effect at the top dose
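MLSMR compounds (23 nl, pin-transferred) preincubated 10 min at room temperature with a 500nM (2x) first reagent, then RGS4 at 900nM (2x) plus Transcreener GDP mix added; fluorescence polarization (620/688 nm) read before and after 90 min at 30 °C.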
rTrxR1 inhibitor: inhibitors of rat thioredoxin reductase 1 | actives 1% (n = 390,000) | recombinant rTrxR1, NADPH fluorescence consumption, selenite substrate | Potency, µM (titrated, usually from 114 µM), for the others: at the top dose activity change, negative = inhibition, actives largely listed as inhibitors | O89049; also: % is scaled to controls: 0 for no effect and ±100 for the full control effect; nearly all actives have a fitted effect of over 65% in size
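Rat TrxR1 (90 nM in the dispensed reagent) was pre-reduced with 400 uM NADPH for 5 min at room temperature, then incubated with compound for 15 min. After 400 uM selenite was added, NADPH fluorescence (Ex 340/Em 450 nm) was followed for 8 min.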
* marks the source's active call; other numbers are inactive results; i = inactive; ? = inconclusive; · = no result given; & = joins results of further samples; [ ] = another dose, or the depositor's remark. Calls follow the shape of the dose curve; as a rule, active = well fitted curve in the direction sought with a large enough effect; inconclusive = small, poorly fitted or top-dose-only effect, or another doubt; inactive = no such curve, though single readings can be large; an effect the other way counts as inactive or inconclusive. Potency is read from the fitted curve at half-maximal effect.

SMILES	Vif-APOBEC3G blk	IDH1 R132H inh	TrxR1 substrate	RXFP1 ag	12-LOX inh	USP1-UAF1 inh	Vif-A3F inh	RGS4 inhibitor	rTrxR1 inhibitor
Cc1cc(C(=O)N2CCCC(N3CCN(Cc4ccc5c(c4)OCO5)CC3)C2)n[nH]1 (stereo not drawn)	4%	-3%	-1%	-3.0%	12%	-21%	-7%	21%[11.4 µM]	5%
Cc1ccc(NC(=O)c2cc(S(=O)(=O)N3CCCCC3)ccc2N2CCOCC2)cc1S(=O)(=O)N(C)C	-1%	4%	10%	·	374%[activator]	-28%	-1%	16%	44%[activator]
Cc1noc(C)c1CSc1ccc(Br)cc1	1%	0%	4%	0.5%	-17%	-1%	-11%	3%	28%
O=C(N/N=C/c1cc2c(cc1Br)OCO2)c1cccnc1	-8%	2%	-13%	0.8%	-8%	-6%	0%	6%	-28%
O=C(CCC1N=C2c3ccccc3N=C(SCc3ccccc3Cl)N2C1=O)NCc1cccs1 (stereo not drawn)	-8%	-10%	7%[57.1 µM]	0.4%	2%	-20%	0%	-6%	16%[57.1 µM]
O=C(NNC(=S)NCc1ccco1)C(c1ccccc1)c1ccccc1	-2%	4%	2%	-1.1%	i	-18%	-17%	-26%	6%[57.1 µM]
COc1ccc(N(C(=O)c2ccco2)S(=O)(=O)c2cccc([N+](=O)[O-])c2)cc1	1%	10%	-1%	3.0%	1%	-8%	-8%	-9%	1%
CSc1ccccc1NC(=O)Nc1cccc(F)c1	-2%	4%	2%[57.1 µM]	-2.4%	?	-8%	6%	-2%	8%[57.1 µM]
COc1cccc(C2/C(=C(\O)c3ccc4c(c3)OCO4)C(=O)C(=O)N2CCN(C)C)c1OC (stereo not drawn)	-1%	0%	-11%	19%	0%	-3%	5%	-13%	?
COc1cccc(Oc2ccc(N/C=C/C(=O)C(C)(C)C)cc2)c1	-5%	10%	-8%[57.1 µM]	-1.3%	1%	-5%	-5%	21%	-12%[57.1 µM]
O=C(COC(=O)CCN1C(=O)C2CC=CCC2C1=O)Nc1ccc(Cl)cc1F (stereo not drawn)	-2%	3%	3%	-0.9%	-7%	-13%	-6%	15%	12%
COc1ccc(S(=O)(=O)N2CCN(c3nc(-c4cccnc4)nc4ccccc34)CC2)cc1	-5%	-6%	0%	0.4%	6%	-16%	4%	-28%	19%
O=C(NCCc1ccccn1)c1cncc(Br)c1	-1%	8%	4%	-0.4%	-2%	-4%	-9%	-14%	14%[0.457 µM]
CC(=O)c1c(C)oc2ccc(N(C(=O)Oc3ccccc3)S(=O)(=O)c3ccc(Cl)cc3)cc12	4%	-4%	2%	3.6%	2%	0%	2%	-4%	22%
CCCNc1nc(=S)n(-c2ccccc2)c(C)c1C(C)=O	6%	10%	8%[57.1 µM]	0.5%	?	-14%	3%	-39%	49%
CC(C)c1ccc(N2C(=O)CSC23C(=O)N(Cc2ccccc2)c2ccccc23)cc1 (stereo not drawn)	1%	-17%	2%	2.0%	?	-34%	2%	12%	41%[activator]
CC1CCN(c2nnc(-c3cccs3)c3ccccc23)CC1	0%	-9%	-10%	2.2%	?	-13%	6%	14%	1%
O=C(CSc1nnc(CNC(=O)c2ccco2)o1)Nc1ccccc1C(F)(F)F	-4%	-3%	7%	-3.5%	4%	-12%	-4%	-5%	8%
Cc1ccnc(NC(=O)CCC(=O)N(CC(=O)NCCc2ccccc2)Cc2ccco2)c1	0%	7%	6%[57.1 µM]	-0.8%	0%	-1%	-6%	-29%	12%[57.1 µM]
CC1=C(CC/C(C)=N/NC(N)=S)C(C)(C)CCC1	0%	2%	2%	-4.3%	?	-3%	-21%	-37%	4%
COCC(C)OC(=O)c1c(N)n(CC(C)C)c2nc3ccccc3nc12 (stereo not drawn)	-5%	2%	355%[activator][57.1 µM]	0.6%	-17%	-3%	-6%	-6%	114%[activator][57.1 µM]
Cc1cc(C(=O)COC(=O)c2ccc(O)cc2)c(C)n1CCc1ccc(F)cc1	-3%	-1%	82%	-0.1%	0%	-5%	0%	-9%	18%[57.1 µM]
COc1ccccc1CN1CC(C(=O)NCc2cc(F)ccc2C)CCC1=O (stereo not drawn)	0%	5%	3%	6.7%	-25%	-25%	-13%	15%[11.4 µM]	15%
CCOC(=O)C1(Cc2ccccc2)C(=O)Nc2ccccc21 (stereo not drawn)	-3%	0%	2%	·	132%[activator]	-15%	17%	-5%	5%
CCc1ccc(-n2nc(CO)c(C(=O)NCCc3ccccc3)n2)cc1	-6%	-14%	20%	2.3%	-22%	6%	-5%	2%	24%

Further records follow:
SMILES	Vif-APOBEC3G blk	IDH1 R132H inh	TrxR1 substrate	RXFP1 ag	12-LOX inh	USP1-UAF1 inh	Vif-A3F inh	RGS4 inhibitor	rTrxR1 inhibitor
COc1ccc(OC)c(CCNC(=O)C(C)n2nc(C)c3c(C)n(-c4ccc(C)cc4)nc3c2=O)c1 (stereo not drawn)	5%&9%	-4%&-6%	0%&6%	0.0%&0.3%	1%&-22%	-10%&-5%	0%&6%	-20%&-10%	22%&23%
O=C(O)c1cc2cc(Cl)ccc2[nH]1	2%	-1%	7%	·	-22%	-17%	4%	-8%	17%
COc1cc2nc(C3CCC3)n(NC(=O)COc3ccccc3)c(=O)c2cc1OC	1%	4%	-8%	9.0%	2%	-27%	-13%	-49%	-3%
CC(=Nc1ccccc1)C1=C(O)CCCC1=O	1%	-5%	5%[57.1 µM]	-0.3%	-5%	6%	-5%	-11%	19%[57.1 µM]
COCCn1c(SCC(=O)c2c[nH]c3ccccc23)nnc1-c1ccncc1	0%	0%	7%[57.1 µM]	5.8%	·	-4%	-6%	-30%	-2%[57.1 µM]
CCOc1ccc(CCNC(=O)COC(=O)C2CCN(c3ccc(C(F)(F)F)cn3)CC2)cc1OCC	-3%	8%	3%[57.1 µM]	-0.4%	-29%	-27%	-16%	-1%	7%[57.1 µM]
O=C(c1cccc(Cl)c1)N1CCN(Cc2ccccc2F)CC1	2%	3%	4%[57.1 µM]	3.2%	?	-14%	-1%	-17%	-5%
Cc1cccc(/N=C/c2nc(-c3ccccc3Br)oc2O)n1	2%	-14%	4%	-3.3%	-1%	-14%	-5%	-2%	30%
COc1ccc(C(=O)NNC(=O)CN2CCC(n3nnc4cc(F)ccc43)CC2)cc1	1%	1%	5%	-0.1%	-13%	-13%	-11%	-18%	-1%
COc1ccc(COCCN2CCN(S(=O)(=O)c3ccccc3)CCC2=O)cc1	3%	0%	6%[57.1 µM]	0.0%	-4%	-27%	1%	17%	11%[57.1 µM]
CS(=O)(=O)N(CC(=O)N/N=C/c1ccccc1C(=O)O)c1cccc(Cl)c1Cl	-12%	0%	9%	3.5%	-6%	-15%	-5%	-14%	20%
CC1(C)CC(=O)C2=C(C1)N1CCCCC1CC2=O (stereo not drawn)	1%	0%	-1%	0.9%	0%	-18%	7%	-50%	7%
O=C(Nc1ccc2c(c1)OCO2)C1CCCN1C(=O)Nc1cccc(F)c1 (stereo not drawn)	-5%	1%	-5%	-0.2%	0%	-14%	2%	17%	-6%
CSCC(C)N1CCC(n2nccc2NC(=O)c2ccc3c(c2)OCO3)CC1 (stereo not drawn)	-1%	-3%	4%	-0.2%	0%	-31%	2%	-22%	23%
CC1Cc2ccccc2N1C(=O)CSCC(=O)O (stereo not drawn)	3%	9%	-9%[57.1 µM]	-0.9%	-9%	-22%	-11%	-26%	6%[57.1 µM]
CC1=C(C(=O)N2CCOCC2)CC(CC(=O)NCC2CCCCC2)C(=O)N1CCCN1CCCC1=O (stereo not drawn)	-8%	11%	·	·	2%	-25%	2%	·	·

The list is partial; the hit share may differ from the screen's.
